# Screening results (PubChem)
# TIM10 inh = growth inhibitors of isogenic TIM10 control yeast, primary screen, counter-screen for tim10-1 yeast inhibitor project, luminescence, uHTS; S. cerevisiae TIM10 strain growth, BacTiter-Glo luminescence, 24 h; inhibition, % at 10 µM; 1.4% of 330,000 active; AID 463195, 2010;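 active = inhibition of 40% or more at the single tested concentration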;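 note: wild-type TIM10 isogenic control strain grown at permissive 25 °C; 0% = DMSO yeast wells and 100% = minimal medium wells without yeast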
# mIAP inh = inhibitors of mouse IAP, primary screen, biochemical, luminescence, uHTS. purified mouse IAP, CDP-Star luminescence, 30 min. inhibition, % at 10 µM. 0.2% of 330,000 active. AID 2806, 2010;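 active = inhibition of at least 40% at 10 µM in the primary screen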;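 note: plate controls were DMSO with enzyme for no effect and no enzyme wells for full effect; values of inactives mirror those of a sister screen read the other way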
# hIAP block = human IAP inhibitors, primary screen, biochemical, luminescence, uHTS; purified IAP, CDP-Star luminescence, 30 min; Intestinal-type alkaline phosphatase (Homo sapiens), P09923; inhibition, % at 10 µM; 0.12% of 330,000 active;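 active = inhibition reaching a set limit with compound at 10 µM in the primary screen, cut at about 35% in these data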;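 note: plate controls were DMSO wells with enzyme for no effect and no-enzyme buffer wells for full effect; values of inactives mirror those of a sister screen read the other way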
# Target sequence (P09923 whole entry, looked up): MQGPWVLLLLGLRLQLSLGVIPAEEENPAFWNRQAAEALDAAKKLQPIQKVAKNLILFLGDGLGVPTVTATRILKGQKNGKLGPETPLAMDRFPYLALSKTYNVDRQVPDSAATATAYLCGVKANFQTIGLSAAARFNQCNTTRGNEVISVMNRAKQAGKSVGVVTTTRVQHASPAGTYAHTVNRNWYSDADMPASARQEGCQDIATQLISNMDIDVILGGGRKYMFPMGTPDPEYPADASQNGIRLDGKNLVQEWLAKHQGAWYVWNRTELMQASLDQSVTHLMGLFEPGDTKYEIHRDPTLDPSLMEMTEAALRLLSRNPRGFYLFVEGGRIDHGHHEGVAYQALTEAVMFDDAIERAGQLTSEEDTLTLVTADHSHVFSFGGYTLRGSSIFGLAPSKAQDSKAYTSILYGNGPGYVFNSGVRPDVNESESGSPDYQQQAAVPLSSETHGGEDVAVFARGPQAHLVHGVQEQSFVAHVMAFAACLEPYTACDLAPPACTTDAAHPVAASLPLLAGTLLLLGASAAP
# tim10-1 inh = growth inhibitors of tim10-1 mutant yeast, primary screen, luminescence, uHTS; S. cerevisiae tim10-1 ts strain growth, BacTiter-Glo, 24 h; inhibition, % at 20 µM; 2.2% of 330,000 active; AID 463190, 2010;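 active = inhibition of at least 40%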;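 note: mutant grown at 25 °C; 0% = DMSO wells with yeast and 100% = wells holding no yeast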
# hIAP act = human IAP activators, primary screen, biochemical, luminescence, uHTS; purified human IAP, CDP-Star luminescence, 30 min; active compounds read high; 1 = vehicle-only enzyme, 0 = enzyme-free background; activation factor at 10 µM; 0.16% of 330,000 active; AID 2524, 2010;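 active = activation factor of the enzyme at least 2-fold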; note: the source names both 10 and 20 µM as test concentration; values of inactives mirror those of a sister screen read the other way
# mIAP activ = activators of mouse IAP, primary screen, biochemical, luminescence, uHTS | 0.24% of 330,000 active | intestinal alkaline phosphatase [Mus musculus] | activation factor at 10 µM | muIAP, CDP-Star luminescence, 30 min; active compounds read high; 1 = vehicle-only enzyme signal, 0 = enzyme-free wells;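 active = activation factor of at least 2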; note: the source names both 10 and 20 µM as test concentration; values of inactives mirror those of a sister screen read the other way
#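 Assay system: mouse IAP enzyme; reagent: chemiluminescent substrate CDP-Star; dosing: test compounds delivered from DMSO solution; schedule: 30 min at room temperature; measured by: luminescence from enzymatic CDP-Star hydrolysis; controls: DMSO-only wells and no-enzyme negative control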
# Apaf-1 inh = inhibitors of human Apaf-1 apoptosome, primary screen, biochemical, DEVD-Rh110 fluorescence, uHTS. reconstituted apoptosome caspase-3 activity. Apoptotic protease-activating factor 1 (Homo sapiens), O14727. 0.71% of 330,000 active. inhibition, % at 20 µM. AID 489030, 2010; active = inhibition of at least 40% at 20 µM;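 note: plate controls were DMSO wells for no effect and DEVD-CHO caspase inhibitor wells for full effect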
#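 Material: reconstituted apoptosome with Apaf-1, cytochrome c, caspase-9, procaspase-3, dATP; medium: pH 7.5 Hepes buffer with CHAPS, BSA, DTT; also added: cytochrome c and DEVD-Rh110 substrate; timing: 30 min plus 50 min, RT; signal: Rh110 fluorescence intensity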
# ATG4B inh = ATG4B protease inhibitors, primary screen, biochemical, fluorescence, uHTS. Cysteine protease ATG4B (Homo sapiens), Q9Y4P1. ATG4B cleavage of LC3-PLA2, NBD-HPC fluorescence, 1 h. inhibition, % at 8.33 µM. 0.51% of 340,000 active; in the data active = inhibition above about 40%
# Target sequence (Q9Y4P1 whole entry, looked up): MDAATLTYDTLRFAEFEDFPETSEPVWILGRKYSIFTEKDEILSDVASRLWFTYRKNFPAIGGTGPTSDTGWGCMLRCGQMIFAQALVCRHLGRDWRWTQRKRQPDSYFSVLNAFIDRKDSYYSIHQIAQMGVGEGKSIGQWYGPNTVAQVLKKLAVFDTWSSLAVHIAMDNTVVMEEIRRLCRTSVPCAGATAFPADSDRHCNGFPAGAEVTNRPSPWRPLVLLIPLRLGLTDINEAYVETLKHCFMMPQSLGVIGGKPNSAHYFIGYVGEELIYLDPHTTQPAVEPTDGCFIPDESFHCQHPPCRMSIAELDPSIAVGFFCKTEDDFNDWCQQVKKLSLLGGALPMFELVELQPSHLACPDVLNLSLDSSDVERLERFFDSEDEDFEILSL
# NLRP3 yeast inh = NALP3 inflammasome inhibitors in reconstituted yeast, primary screen, luminescence, uHTS | Yeast reconstituted NLRP3/ASC/caspase-1, beta-gal luminescence, 24 h | inhibition, % at 10 µM | 0.39% of 330,000 active;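 active = inhibition of 50% or more; inactive = inhibition below 50%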;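 note: plate controls were induced DMSO wells for no effect and uninduced yeast grown without galactose for full effect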
# Starred values were filed as active, the others as inactive; . = not tested or not shown.
# Start of the data: the first two entries, to show the layout:
canonical_smiles	TIM10 inh	mIAP inh	hIAP block	tim10-1 inh	hIAP act	mIAP activ	Apaf-1 inh	ATG4B inh	NLRP3 yeast inh
N=C(N)c1c(O)n(C2CCCCC2)c(=O)n(C2CCCCC2)c1=O	15	-11	-15	54*	1.1	1.1	10	6	0
CC(C)CCNC(=O)CN1C(=O)CN=C(c2ccccc2)c2ccccc21	19	4	4	10	0.96	0.96	-17	-11	8

# The whole of this part (from the top)
canonical_smiles	TIM10 inh	mIAP inh	hIAP block	tim10-1 inh	hIAP act	mIAP activ	Apaf-1 inh	ATG4B inh	NLRP3 yeast inh
N=C(N)c1c(O)n(C2CCCCC2)c(=O)n(C2CCCCC2)c1=O	15	-11	-15	54*	1.1	1.1	10	6	0
CC(C)CCNC(=O)CN1C(=O)CN=C(c2ccccc2)c2ccccc21	19	4	4	10	0.96	0.96	-17	-11	8
CCOC(=O)c1c(C=O)c2ccccc2n1Cc1ccccc1F	7	2	6	17	0.94	0.98	18	2	1
O=C1NC(=O)N(Cc2ccccc2)C(=O)/C1=C\c1ccco1	9	7	9	7	0.91	0.93	14	16	10
COC(=O)c1c(C)[nH]c(C(=O)C(C)[N+]23CCN(CC2)CC3)c1C (stereo not drawn)	1	-13	6	9	0.94	1.1	-14	-5	16
Cc1ccc(Cn2cc(C=O)c3ccccc32)cc1	-18	9	-7	2	1.1	0.91	6	-5	48
c1ccc2[nH]c(CCNC3CCCCC3)nc2c1	-2	4	2	5	0.98	0.96	-4	6	0
CCCNS(=O)(=O)c1ccc(OCC(=O)N2CCN(Cc3ccc4c(c3)OCO4)CC2)cc1	3	4	7	9	0.93	0.96	2	-16	0
O=C(c1cc2ccccc2oc1=O)N1CCC2(CC1)OCCO2	-11	1	19	12	0.81	0.99	-22	10	7
O=c1[nH]c(=O)n(Cc2ccco2)c(O)c1C=NCCCn1ccnc1	-3	-7	7	6	0.93	1.1	-1	3	0
Cc1ccccc1NC(=O)CCl	0	1	15	5	0.85	0.99	-5	0	-17
COc1cccc(N2C(=O)NC(=O)/C(=C/c3ccc([N+](=O)[O-])s3)C2=O)c1	87*	48*	7	73*	0.93	0.52	11	5	2
COc1ccc(N2C(=O)NC(=O)/C(=C\c3cn(C)c4ccccc34)C2=O)cc1	-5	-4	0	7	1	1	3	-14	0
Cc1ccsc1C(=O)C1CCCN(Cc2cnc(N3CCOCC3)s2)C1 (stereo not drawn)	-14	5	-7	2	1.1	0.95	6	3	21
Cn1c(=O)cc(SCC(=O)N2CCC3(CC2)OCCO3)c2ccc(Cl)cc21	-3	6	-12	10	1.1	0.94	10	-6	-5
CN(C)CP(=O)(Nc1ccccc1)N(C)C (stereo not drawn)	-6	-5	-6	6	1.1	1.1	1	-6	5
CCOc1ccc2nc(N=Nc3c(O)[nH]c(=O)[nH]c3=O)sc2c1	-2	22	-26	11	1.3	0.78	-5	0	17
CCOC(=O)C1CCCCC12C(C#N)=C(N)Oc1n[nH]c(C)c12 (stereo not drawn)	1	7	-22	6	1.2	0.93	2	-10	8
Oc1c(Cl)cc(Cl)cc1CN1CCN(Cc2ccccc2)CC1	21	1	22	22	0.79	0.99	-12	14	-8
C=CCN1CC[C@]23c4c5ccc(O)c4OC2C(=O)CC[C@@]3(O)C1C5 (stereo partly drawn)	9	-10	-25	23	1.3	1.1	26	0	10
CC(=O)N1CC(=O)Nc2ccc(Cl)cc2C1c1ccc(F)cc1 (stereo not drawn)	-10	-1	8	13	0.92	1	-11	-8	15
COc1ccc(C(=O)NC(=S)N2C[C@H]3C[C@H](C2)c2cccc(=O)n2C3)cc1	-1	7	3	-3	0.97	0.93	1	-9	6
C[N+](C)(N)CCOC(=O)C(O)(c1ccccc1)C1CCCCC1 (stereo not drawn)	4	0	21	4	0.79	1	-30	4	6
COCCNC(=O)c1c(NC(=O)c2ccc(Br)o2)n(Cc2ccccc2)c2nc3ccccc3nc12	16	-4	-6	31	1.1	1	67*	2	15
CCOP(=O)(CN(CC)CCNP(=O)(OCC)OCC)OCC	-8	-2	2	-23	0.98	1	-6	0	19
CCC(C)NC(=O)CN1C(=O)CN=C(c2ccccc2)c2ccccc21 (stereo not drawn)	14	2	11	16	0.89	0.98	-5	-1	-8
C=CCn1c(O)c(/C=N/N2CCOCC2)c(=O)[nH]c1=S	6	-3	-7	15	1.1	1	-3	5	7
NN=C(N)N	10	-4	3	11	0.97	1	1	4	10
O=C(O)c1ccc(N=Cc2c(O)n(Cc3ccc(F)cc3)c(=O)[nH]c2=O)cc1	7	7	7	10	0.93	0.93	-18	2	-2
CN(C)c1ccc(/C=C2\C(=O)NC(=O)N(CCc3ccc(F)cc3)C2=O)cc1	16	12	-10	16	1.1	0.88	-21	5	5
CC(=NCCC1=CCCCC1)c1c(O)n(-c2ccccc2)c(=O)[nH]c1=O	8	10	21	15	0.79	0.9	-10	1	-4
CC(=O)Nc1ccc(N=Cc2c(O)n(Cc3ccco3)c(=O)[nH]c2=O)cc1	-4	25	1	4	0.99	0.75	-7	1	24
CCC(=NCCCN1CCOCC1)c1c(O)n(-c2ccccc2C)c(=O)[nH]c1=O	-6	6	3	3	0.97	0.94	7	0	11
OC1CCCCC1N1CCC(c2ccccc2)CC1 (stereo not drawn)	14	-8	-14	16	1.1	1.1	1	1	19
COc1ccc(CCn2c(O)c(C=NCCCn3ccnc3)c(=O)[nH]c2=O)cc1OC	1	1	0	13	1	0.99	-13	-11	-11
O=C1CN=C(c2ccccc2)c2ccccc2N1Cc1ccc(C(F)(F)F)cc1	16	6	3	24	0.97	0.94	21	0	-2
Cc1ccc(-n2c(/C=C/c3ccc4c(c3)OCO4)nc3ccccc3c2=O)cc1	11	8	7	28	0.93	0.92	-3	.	13
O=S1(=O)N(CCN2CC=C(c3c[nH]c4cc(F)ccc34)CC2)c2cccc3c2N1CCC3	18	-10	-17	40	1.2	1.1	51*	-7	13
CCOP(=O)(OCC)C(NC(=O)c1ccccc1C)C(Cl)(Cl)Cl (stereo not drawn)	3	2	-1	12	1	0.98	2	3	13
Cc1ccccc1N	8	3	25	4	0.75	0.97	-11	8	7
O=c1c2ccccc2nc(-c2ccccc2)n1-c1ccncc1	-2	1	0	14	1	0.99	-4	0	12
COC1C(OC(=O)c2ccc(C)[nH]2)C(O)C(Oc2ccc3c(O)c(NC(=O)c4ccc(O)c(CC=C(C)C)c4)c(=O)oc3c2Cl)OC1(C)C (stereo not drawn)	2	16	9	14	0.91	0.84	20	39	5
O=C(c1ccc(N2CC3CC(C2)c2cccc(=O)n2C3)c([N+](=O)[O-])c1)N1CCCCC1 (stereo not drawn)	-5	-8	-12	3	1.1	1.1	2	-2	-1
O=C1NC(=O)N(c2ccccc2)C(=O)/C1=C/C=C/c1ccco1	-16	28	0	-6	1	0.72	-3	-5	1
c1ccc(CNC2=NCCS2)cc1	1	-1	-11	-11	1.1	1	-8	-4	9
Fc1ccc(C2NCCc3[nH]cnc32)cc1 (stereo not drawn)	-14	-2	-11	2	1.1	1	-9	7	14
Cc1ccc(S(=O)(=O)c2nc(-c3ccccc3Cl)oc2N(C)C2CCN(C)CC2)cc1	19	5	-14	13	1.1	0.95	40	-15	22
O=C1NC(=S)N(c2ccc(F)cc2)C(=O)/C1=C/c1ccco1	6	47*	10	28	0.91	0.53	70*	.	24
CCCCn1c(O)c(C(C)=Nc2ccc3c(c2)CCC3)c(=O)[nH]c1=O	25	6	-14	12	1.1	0.94	10	0	4
CCC12CN3CCN(CC(C3)/C1=N/NC(=O)c1ccncc1)C2	-16	-1	-9	-12	1.1	1	-4	3	-3
O=c1c2ccccc2nc(-c2ccccc2)n1-c1ccccc1	22	7	10	23	0.91	0.93	-6	7	6
Cc1cccnc1NC1=NCC(C)S1 (stereo not drawn)	-2	0	3	-17	0.97	1	1	-8	21
CC(C(=O)O)N(C(=O)c1ccccc1)c1ccc(F)c(Cl)c1 (stereo not drawn)	4	-11	-8	2	1.1	1.1	4	-5	0
O=c1[nH]c(=O)n(Cc2ccccc2)c(O)c1C=NCCN1CCNCC1	-22	5	-15	-28	1.2	0.95	4	-20	22
CCOP(=O)(OCC)C(NC(C)=O)C(Cl)(Cl)Cl (stereo not drawn)	11	10	2	2	0.98	0.9	-10	3	5
CC(C)(C)n1cc(C(=O)c2ccccc2)cc1-c1ccccc1	6	-13	4	34	0.96	1.1	26	4	22
Clc1cccc(CN2CCCCC2c2cccnc2)c1 (stereo not drawn)	0	-8	-3	-1	1	1.1	-3	-2	-14
CCOC(=O)C1(CCOc2ccccc2)CCN(C2Cc3ccccc3C2)CC1	-3	-5	-10	-56	1.1	1	19	23	30
COc1cc(OC)c(OC)cc1CNCCc1cccc(F)c1	-9	6	3	-1	0.97	0.94	-4	-4	20
COc1ccc(CC2(CCc3ccncc3)C(=O)NC(=O)NC2=O)cc1	16	10	7	12	0.93	0.91	-4	-1	-8

# (continued)
canonical_smiles	TIM10 inh	mIAP inh	hIAP block	tim10-1 inh	hIAP act	mIAP activ	Apaf-1 inh	ATG4B inh	NLRP3 yeast inh
CCOC(=O)C(O)(c1ccc(N(CC)C(=O)COc2ccccc2)cc1)C(F)(F)F (stereo not drawn)	0	16	11	10	0.89	0.84	10	1	-8
Cc1ccc(NP(=O)(c2ccccc2)c2nc3ccccc3s2)cc1 (stereo not drawn)	19	8	3	-10	0.97	0.92	-5	-9	-25
COC(=O)C1=C(c2ccc(OC)c(OC)c2)C[C@@H]2CC[C@H]1N2C(=O)NCCc1ccccc1	-1	5	-6	1	1.1	0.95	-2	1	8
O=[N+]([O-])c1cc(Cl)c(Cl)cc1Cl	-2	-9	11	-14	0.89	1.1	-4	-2	19
CCCCn1c(=O)c(C(=O)Nc2ncccc2C)c(O)c2ccccc21	-14	0	-41	-5	1.4	1	0	-12	18
O=[N+]([O-])c1ccc(N2CCOCC2)c2cccnc12	13	7	3	-10	0.97	0.93	-12	5	0
O=C(c1ccc(Cl)cc1)C1CCCN(Cc2cccc3cnccc23)C1 (stereo not drawn)	-5	-5	-11	-3	1.1	1.1	10	-6	10
Cc1ccc(-c2nc3ccccc3c(=O)n2-c2ncccc2C)cc1	-3	-4	-16	40	1.2	1	4	-12	-16
CCOP(=O)(OCC)C1(O)C(=O)Nc2ccccc21 (stereo not drawn)	2	5	3	-6	0.97	0.95	-1	3	7
O=S(=O)(c1ccccc1)N1CN2CCN(C2)C1	1	-4	1	12	0.99	1	-2	-1	-3
Cc1cccn2c(=O)c3c(nc12)N1CCCCC1C1(C3)C(=O)N(C)C(=O)N(C)C1=O (stereo not drawn)	19	-6	8	24	0.92	1.1	-23	-9	15

# Some of the compounds tested. The share of hits here may be higher or lower than overall.
